# Screens from PubChem.
# D1 potentiator: Potentiators of Human D1 Dopamine Receptor: qHTS. 360,000 compounds, 0.036% hits. HEK293 TREx D1 cells, calcium flux, dopamine EC20 potentiation. D(1A) dopamine receptor (Homo sapiens), P21728. potentiation, % at 10 µM; in the data active means potentiation above about 30%; further: 0% is about no effect
# Target sequence (P21728 whole entry, looked up): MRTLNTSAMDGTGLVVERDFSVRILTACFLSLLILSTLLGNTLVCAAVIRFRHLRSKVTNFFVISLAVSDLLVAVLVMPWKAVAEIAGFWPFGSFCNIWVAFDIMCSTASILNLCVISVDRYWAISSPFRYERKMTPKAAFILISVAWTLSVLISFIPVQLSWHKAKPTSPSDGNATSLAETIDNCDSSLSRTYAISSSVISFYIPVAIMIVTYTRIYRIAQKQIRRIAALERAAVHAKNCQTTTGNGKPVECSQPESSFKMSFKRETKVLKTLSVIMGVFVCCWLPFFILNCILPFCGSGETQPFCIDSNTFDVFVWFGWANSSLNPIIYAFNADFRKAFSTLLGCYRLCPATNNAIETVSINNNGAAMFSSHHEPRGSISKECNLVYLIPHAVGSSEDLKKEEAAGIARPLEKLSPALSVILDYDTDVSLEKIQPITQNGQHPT
# RXFP1 ag: qHTS Assay for Agonists of the Relaxin Receptor RXFP1 | HEK293T-RXFP1 cAMP TR-FRET, 30 min; response scale: percent of porcine relaxin response, buffer zero | Potency, µM (top dose mostly 57.5 µM), for the others: at the highest dose activation, actives largely listed as activators | 370,000 compounds, 0.3% hits; active means well fitted activation curve with a large enough effect; further: potency means the concentration at half of the fitted maximal effect; on the % scale 0 is the no-effect control and ±100 the full control effect; nearly all actives have a fitted effect of over 60% in size; many of its hits are not listed in these tables
#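 HEK293 cells stably expressing RXFP1, treated 30 min at 37C with compounds plus PDE4 inhibitor Ro 20174; cAMP measured by HTRF TR-FRET. Normalized to buffer and 29 nM porcine relaxin; EC50 by Hill fit.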
# D2 PAM: HTS Assay for Positive Allosteric Modulators of the Human D2 Dopamine Receptor: Primary Screen for Potentiators; AID 485347, 2010; HEK293 T-REx D2, calcium flux, EC20 dopamine potentiation; 340,000 compounds, 0.34% hits; potentiation, % at 10 µM; D(2) dopamine receptor (Homo sapiens), P14416;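 active means potentiation over 3 SD above the plate norm, cut at about 30% in these data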; further: 0% is about no effect
#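 Potentiation of an EC20 dopamine calcium response is measured in a force-coupled, tetracycline-inducible Hek293 Trex D2 line. Compound-only kinetic reads over 180 s flag agonists before dopamine addition.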
# D2 ag: HTS Assay for Allosteric Agonists of the Human D2 Dopamine Receptor: Primary Screen for Agonists; D(2) dopamine receptor (Homo sapiens), P14416; HEK293 T-REx D2 cells, calcium flux agonist mode; activation, % at 2 µM; 340,000 compounds, 0.53% hits;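 active means activation over 3 SD above normal in the single-dose calcium agonist read, cut at about 30% in these data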; further: 0% is about no effect
#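 HEK293 Trex D2 cells, tetracycline-induced, o/n 30 C 5% CO2; no-wash Ca dye, RT 30–90 min; 10-cycle baseline, 23 nl cpd added, kinetic Ca read 180 s; agonist hits = positive Ca response.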
# D1 agonist: Allosteric Agonists of the Human D1 Dopamine Receptor: qHTS | activation, % at 2 µM | D(1A) dopamine receptor (Homo sapiens), P21728 | 360,000 compounds, 1% hits | HEK293 T-REx D1 cells, calcium flux, agonist mode | AID 504660, 2011; in the data active means activation above about 30%; further: 0% is about no effect
#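 Tetracycline-induced HEK293 TREx D1 cells, force-coupled to calcium signalling, were dye-loaded with a no-wash calcium kit. Compound was pin-added after a 10 s baseline. Fluorescence was read kinetically at 1 cycle/s for 180 s, with calcium rises flagged as agonism.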
# D1 antag: Antagonist of Human D 1 Dopamine Receptor: qHTS; D(1A) dopamine receptor (Homo sapiens), P21728; HEK293 TREx D1 cells, calcium flux, dopamine EC80; active compounds read low; activity change, negative = inhibition, % at 10 µM; 360,000 compounds, 3.2% hits; in the data active means activity change below about -30%; further: on the % scale 0 is the no-effect control and ±100 the full control effect
#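 Tetracycline-induced HEK293 Trex D1 cells, force-coupled to calcium, dye-loaded; compounds added and read 180 s, then EC80 dopamine added and calcium flux tracked kinetically another 180 s.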
# TRHR PAM: qHTS for Small Molecule Agonists and Allosteric Enhancers of Human TRH Receptor: Primary Screen for Enhancers. Thyrotropin-releasing hormone receptor (Homo sapiens), P34981. TRHR cells, fluo-8 calcium fluorescence, EC20 TRH enhancement. enhancement, % at 2 µM. 360,000 compounds, 0.66% hits; in the data active means enhancement above about 30%; further: 0% is about no effect
# Target sequence (P34981 whole entry, looked up): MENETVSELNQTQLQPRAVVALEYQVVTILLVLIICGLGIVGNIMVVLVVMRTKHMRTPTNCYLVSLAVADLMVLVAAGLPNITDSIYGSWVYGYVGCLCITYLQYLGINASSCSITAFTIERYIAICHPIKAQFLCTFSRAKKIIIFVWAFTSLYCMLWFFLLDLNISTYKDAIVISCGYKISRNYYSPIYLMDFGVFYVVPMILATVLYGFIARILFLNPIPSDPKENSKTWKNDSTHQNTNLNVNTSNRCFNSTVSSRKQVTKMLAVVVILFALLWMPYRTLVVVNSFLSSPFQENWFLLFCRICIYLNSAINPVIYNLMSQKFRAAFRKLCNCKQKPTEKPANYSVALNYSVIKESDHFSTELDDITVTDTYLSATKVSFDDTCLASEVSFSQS
#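 TRHR-expressing cells loaded with fluo-8 calcium dye were read kinetically (ex 480/em 530) during compound addition, then stimulated with an EC20 of TRH (10 nM final). Enhancement of the Gq-mediated intracellular calcium response was scored.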
# RXFP1 antagonist: qHTS Assay for Antagonists of the Relaxin Receptor RXFP1; Relaxin receptor 1 (Homo sapiens), Q9HBX9; HEK293-RXFP1, relaxin-stimulated cAMP HTRF, 30 min; active compounds read low; activity change, negative = inhibition, % at 57.5 µM; 350,000 compounds, 0.59% hits; AID 1259400, 2018;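 active means activity change of -60% or lower, but not beyond a set lower limit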; further: on the % scale 0 is the no-effect control and ±100 the full control effect
# D2 antagonist: HTS Assay for Allosteric Antagonists of the Human D2 Dopamine Receptor: Primary Screen for Antagonists | D(2) dopamine receptor (Homo sapiens), P14416 | HEK293 TREx D2 cells, calcium flux, dopamine EC80 | inhibition, % at 10 µM | 340,000 compounds, 2% hits | AID 485344, 2010; in the data active means inhibition above about 30%; further: 0% is about no effect
#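 Tetracycline-induced HEK293 T-REx cells expressing D2 force-coupled to calcium signalling were dye-loaded, exposed to compound for 180 s, then challenged with an EC80 of dopamine; calcium flux was followed kinetically for a further 180 s.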
# The depositor's hits bear a star; . = not tested or not shown; & = joins results of further samples. These rows are one share of the data (hit frequency here may not be typical).
mol	D1 potentiator	RXFP1 ag	D2 PAM	D2 ag	D1 agonist	D1 antag	TRHR PAM	RXFP1 antagonist	D2 antagonist
CC(NC(=O)c1ccccc1)c1ccc(Br)cc1 (stereo not drawn)	-2	0.5%	3	-0.1	0	6	-1	-5	-4
COc1ccc2sc(N3C(=O)CC(Cc4cccc(C)c4)C3=O)nc2c1 (stereo not drawn)	2	0.9%	6	-0.3	0	1	-4	4	-11
O=C(CC12CC3CC(CC(C3)C1)C2)N/N=C\c1ccc[nH]1	7	-4.8%	-3	.	-1	17	17	16	-3
Cc1ccsc1C(=O)OC1CCOC1=O (stereo not drawn)	-4	0.5%	3	-0.4	-1	7	3	-10	10
O=C(c1cccc(N2C(=O)C3CC=CCC3C2=O)c1)N1CCCCCC1 (stereo not drawn)	-1	0.0%	13	-2.2	3	-9	3	-4	-4
COc1ccccc1NC(=O)Cn1c(=O)n(-c2ccccc2)c(=O)c2oc3ccccc3c21	8	-1.1%	-1	3.1	-2	2	-3	.	12
O=C1CSC(=S)N1c1cccc(Cl)c1	1	0.0%	13	0.3	5	5	3	2	-11
O=C(Nc1ccc(Cn2cccn2)cc1)c1ccc(COc2cccc(Br)c2)cc1	-4	1.4%	-2	1.1	11	-6	0	-1	10
Cc1cc(C)c(NC(=O)Cn2c(=O)n(-c3ccc(F)cc3)c(=O)c3c(C)c(C(=O)N(C)C)sc32)c(C)c1	-1	-0.9%	2	-0.3	3	-8	1	1	.
CC1(C(=O)O)Oc2cccnc2NC1=O (stereo not drawn)	6	-1.0%	0	1.8	2	5	0	-1	-16
CCCn1c(C2CCCN2c2nc(-c3cccc(Br)c3)cs2)nc2cc(Cl)c(Cl)cc21 (stereo not drawn)	4	-2.2%	-10	40*	0	-4	-3	.	5
CCOc1cc(N2CCOCC2)c(OCC)cc1NC(=O)CSc1ccccc1C(=O)O	-3	0.4%	.	.	0	-7	9	14	.
COc1cc2c(cc1OC)C(C)N(C(=O)c1cc3ccccc3o1)CC2 (stereo not drawn)	0	-0.6%	7	0.0	0	0	6	31	-22
COC(=O)c1ccc2[nH]c([C@H](C)O)c([C@H](C)O)c2c1	-3	2.6%	7	0.5	3	5	4	.	-7
COC(=O)N1[C@H](Cc2ccccc2)C=C[C@]1(C)C(=O)O	-1	-0.2%	4	-0.7	-2	-5	6	.	-17

# (cont.)
mol	D1 potentiator	RXFP1 ag	D2 PAM	D2 ag	D1 agonist	D1 antag	TRHR PAM	RXFP1 antagonist	D2 antagonist
Cc1cc(SCCOc2ccccc2)nc(N)n1	5	-0.9%	4	0.4	7	-20	2	-14	5
CCOC(=O)Cn1c(=O)n(-c2cccc(Cl)c2)c2nc(-c3ccccc3Cl)nc(C(N)=O)c21	-2	-2.4%	3	-0.9	-1	12	10	.	.
COC(=O)c1ccc(C(C(=O)NCc2ccccc2)N(Cc2ccco2)C(=O)c2cnccn2)cc1 (stereo not drawn)	-3	0.6%	-8	0.1	2	-10	-11	-17	-13
O=C(N/N=C/c1cc(Br)c(Br)s1)c1ccncc1	-15	-0.8%	-8	-0.1	0	-1	3	-8	10
Fc1ccc(C2=NC(c3cccc(C(F)(F)F)c3)=Nc3ccccc3N2)cc1	-2	2.2%	-6	.	8	9	-2	-9	.
COc1ccc(OCCSc2ncccn2)cc1	1	1.6%	4	-0.9	2	-6	31*	7	13
Cc1c(CC(=O)N2CCCCC2)c(=O)oc2cc3occ(C(C)(C)C)c3cc12	5	0.2%	0	3.1	-1	-10	4	5	.
COc1ccccc1NC(=O)Nc1nc(CC(=O)Nc2ccc(OC)c(OC)c2)cs1	-8	0.3%	0	0.0	1	-4	-2	-12	10
Cc1ccc(NC(=O)COC(=O)Cc2csc(-c3ccc(Cl)cc3)n2)cc1C	1	2.8%	-1	.	1	16	2	3	5
CC1CC(=O)Nc2ccccc2N1C(=O)Nc1ccc(F)cc1F (stereo not drawn)	-1	0.6%	-4	-0.6	2	-1	0	-6	-9
CCC(C)NC(=O)CCNS(=O)(=O)c1ccc(Br)cc1 (stereo not drawn)	2	-0.3%	-3	-0.4	2	-93*	7	0	7
C=CCn1c(SCC(=O)N2CCCC2)nc2cc(C(=O)NCC3CCCO3)ccc2c1=O (stereo not drawn)	1	18%	3	-0.3	0	0	-2	-2	-19
Brc1ccc2nc(N3CCCC3)sc2c1	2	1.4%	5	0.2	0	-10	0	-12	2
COCCNC(=O)/C(C#N)=C\c1ccc(CNS(=O)(=O)c2ccccc2)o1	6	-2.9%	6	0.1	0	0	3	-20	-16
CCCOc1ccc(/C=C/C(=O)NC2CCCCC2)cc1OC	-3	-0.8%	.	.	2	-24	23	-2	.

# Additional compounds follow.
mol	D1 potentiator	RXFP1 ag	D2 PAM	D2 ag	D1 agonist	D1 antag	TRHR PAM	RXFP1 antagonist	D2 antagonist
CC(C)OCCCNc1ncnc2c1nc1n2CCCC1	-3	12%	13	-0.1	2	-4	8	-5	33*
O=C(c1cccc(S(=O)(=O)NCc2ccccc2)c1)N1CCCCC1	-6	0.6%	3	0.2	4	20	0	-5	-1
COc1ccc(C2CC(=O)c3sc(N)nc3C2)cc1 (stereo not drawn)	-1	4.5%	14	-0.1	3	3	-5	-6	-9
O=C(COC(=O)c1ccccc1NCCO)NCC1CCCCC1	-1	2.9%	7	0.3	-1	1	7	3	9
COc1ccc(CCn2cc3c(c2-c2ccc(Br)cc2)c(=O)n(C)c(=O)n3C)cc1OC	2	-1.3%	0	-0.3	1	2	-2	.	.
CCC(=O)N1CCc2cc(S(=O)(=O)N3CCN(c4ccccc4Cl)CC3)ccc21	-2	1.7%	-2	0.6	3	3	-5	-4	-12
CCn1c(SCC(=O)Nc2ccc(F)cc2)nnc1C1CC1	-5	-0.1%	1	-0.4	1	-6	41*	-10	-14
Cc1ccc2occ(-c3cc(-c4ccc(Cl)cc4)nc4c3COc3ccccc3-4)c(=O)c2c1	-4	0.6%	-3	.	0	-12	1	.	.
O=S(=O)(Nc1ncnc2sc3c(c12)CCC3)c1ccc2ccccc2c1	5	0.3%	-3	-0.3	2	-5	2	-12	3
CCOc1ccc(N(CC(=O)Nc2ccc(Br)cc2)S(C)(=O)=O)cc1	-1	-1.5%	5	1.7	4	11	3	1	-8
CC(C)c1ccccc1NC(=O)c1cccnc1	9	0.0%	.	.	0	23	-2	-14	.
C=CCNC(=S)Nc1ccc(N(C)C)cc1	-3	0.5%	-6	0.9	3	9	0	-11	-23
COc1cc(/C=N/NC(N)=O)ccc1OCC(=O)Nc1ccc(C)c(C)c1	-5	5.4%	12	-0.3	2	13	5	-15	-7
Fc1ccccc1/C=N/n1c(COc2ccccc2)n[nH]c1=S	-1	-2.0%	2	-2.2	2	-12	2	-16	10
COc1ccc(-c2noc(CSc3nnc(C)n3-c3ccc(C)cc3)n2)cc1OC	0	-1.3%	-4	1.9	-1	0	0	.	.

# Grouped by structure: the compounds so far containing two or more sulfur atoms
mol	D1 potentiator	RXFP1 ag	D2 PAM	D2 ag	D1 agonist	D1 antag	TRHR PAM	RXFP1 antagonist	D2 antagonist
O=C1CSC(=S)N1c1cccc(Cl)c1	1	0.0%	13	0.3	5	5	3	2	-11
O=S(=O)(Nc1ncnc2sc3c(c12)CCC3)c1ccc2ccccc2c1	5	0.3%	-3	-0.3	2	-5	2	-12	3

# Next results.
mol	D1 potentiator	RXFP1 ag	D2 PAM	D2 ag	D1 agonist	D1 antag	TRHR PAM	RXFP1 antagonist	D2 antagonist
O=C(CN(CC1CCCO1)C(=O)CNS(=O)(=O)c1ccc(F)cc1)NCC1CCCO1 (stereo not drawn)	6	2.9%	-10	0.4	6	-2	5	3	-2
CC1CN(Cc2nc3c(c(=O)n(C)c(=O)n3C)n2CC(=O)c2ccccc2)CC(C)O1 (stereo not drawn)	0	0.5%	0	0.0	7	1	7	-5	14
Nc1nnc(SCC(=O)Nc2cccc(S(=O)(=O)N3CCCCC3)c2)s1	-3	1.7%	0	0.4	1	-10	7	-3	2
CC(=O)Oc1ccc(N2C(=O)C3C(C2=O)C2(C)C=CC3(C)O2)cc1 (stereo not drawn)	-3	1.5%	-9	1.0	1	4	8	.	2
CCN(CC)S(=O)(=O)c1ccc(C(=O)OCC(=O)N2CCN(C(=O)c3ccco3)CC2)cc1	4	0.0%	4	0.2	8	-2	-5	-5	22
c1ccc(-c2csc(N3CCc4ccccc4C3)n2)cc1	6	-1.3%	-7	0.4	1	5	15	-18	-7
Cc1n[nH]c(=O)c2c(NC(=O)CSc3ccc(F)cc3)oc(C)c12	0	-0.5%	-5	-0.2	3	-2	12	-4	-20
COc1ccc(-c2c(C(F)(F)F)nn(C)c2NC(C)=O)cc1	-2	-6.3%	29	-1.2	6	14	11	-6	2
Cc1cc(-c2n[nH]c(=S)n2/N=C/c2ccc(C)o2)n[nH]1	1	-1.0%	4	0.4	3	5	40*	-12	9
COc1ccccc1C(=O)N1CCNC(=O)C1CC(=O)Nc1cccc(C)c1 (stereo not drawn)	1	2.1%	-4	-3.5	-1	-5	-2	4	-4
CCN1CCN(c2ccc(S(=O)(=O)N3CCCCC3)cc2NC(=O)c2ccc([N+](=O)[O-])o2)CC1	-2	13%	-7	0.4	1	-2	6	0	10
CN(C)CCNC(=O)c1ccc(-n2c(-c3ccccc3)cc3c2CCCC3)cc1	-1	-1.0%	-5	0.3	2	-6	4	-20	.
C/C(=N\NC(=O)CSc1ncccn1)c1ccc2c(c1)OCCO2	-2	0.2%	10	3.1	5	5	5	-8	14
COc1cc(OC)cc(N2CCN(S(=O)(=O)c3ccc(-n4cnnn4)cc3)CC2)c1	1&-1	-0.7%&2.4%	19&0	-0.1&2.4	3&-1	0&0	-7&4	-17&1	46*
Cc1ccc(N2C(=O)c3n[nH]c(C)c3C2c2ccc(Cl)cc2)cc1 (stereo not drawn)	3	-2.3%	10	0.1	-1	-1	18	.	.
O=C(COc1ccc2ccccc2c1)N1CCN(C(=O)c2cccs2)CC1	2	0.4%	-2	0.8	-1	-30	-5	2	8
